RSV antiviral HEp-2 – inhibition of RSV-induced cytopathic effect – HEp-2 cells, primary 10 µM value included (AID 2391); HEp-2 cells, RSV-induced CPE inhibition; higher % means a stronger effect; CPE inhibition, % at 10 µM; hits with a dose series show IC50 in µM; actives 0.13% (n = 310,000); in the data active = a potency from the dose series; note: strong numbers were not always called active
West Nile antiviral – West Nile virus antiviral activity, cell-based, CPE readout (AID 1621). West Nile virus-infected cells, CPE inhibition; higher % means a stronger effect. CPE inhibition, % at 10 µM, or IC50 in µM where a hit was titrated. actives 0.02% (n = 290,000); in the data active = a potency from the dose series; note: strong numbers were not always called active
Dengue-2 NS5 capping – Dengue-2 NS5 methyltransferase inhibitors, primary screen, biochemical, confirmation dose response (AID 588689). Dengue-2 NS5 methyltransferase capping enzyme assay, biochemical; higher % means a stronger effect. inhibition, % at 25 µM; hits with a dose series show IC50 in µM. actives 0.3% (n = 340,000); in the data active = a potency from the dose series
T cell modulator – T cell immune modulation candidate. 2C CD8+ T cell-vesicle binding, flow cytometry; stronger effect = lower value. calls only at 7 µM. actives 0.068% (n = 330,000). AID 2052;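 active = response, share of CD8 T cells binding vesicles, and their 90th percentile fluorescence all below set limits, cut at about 80% in these data, passing the limit was not always enough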
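Assay system: 2C TCR transgenic mouse naive CD8+ T cells, MACS-purified | Read-out: CD8+ gate FL2 mean fluorescence as % of same-row positive control | Signal: High-throughput flow cytometry with anti-B7-1 and anti-CD8 staining | Timing: Binding step 1.5 h, 37 °C, antibody labelling 20 min, ice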
PhoP inhibition – inhibitors of PhoP regulon expression, primary screen, Salmonella Typhimurium, GFP reporter (AID 1863); S. Typhimurium PhoP-regulated promoter GFP reporter, 4 h; higher % means a stronger effect; actives 0.16% (n = 300,000); inhibition, % at 50 µM, or IC50 in µM where a hit was titrated;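 active = inhibition over 29.93%, a cutoff 3 SD above the screen mean, later confirmed by dose response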;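 note: 0% = low Mg2+ inducing control and 100% = high Mg2+ repressing control; strong numbers were not always called active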
NTR1 agonist – agonists of NTR1, primary screen, imaging, U2OS cells, beta-arrestin-GFP, high content (AID 493036); P30989; NTR1-U2OS beta-arrestin-GFP spot imaging, agonist mode; activation, % at 20 µM; actives 0.17% (n = 330,000);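 active = activation at or above 40% of the spot to cytoplasm intensity ratio, with at least 20 cells analyzed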;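 note: 0% = DMSO without peptide and 100% = 100 nM NTR1 peptide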
Target sequence (P30989 whole entry, looked up): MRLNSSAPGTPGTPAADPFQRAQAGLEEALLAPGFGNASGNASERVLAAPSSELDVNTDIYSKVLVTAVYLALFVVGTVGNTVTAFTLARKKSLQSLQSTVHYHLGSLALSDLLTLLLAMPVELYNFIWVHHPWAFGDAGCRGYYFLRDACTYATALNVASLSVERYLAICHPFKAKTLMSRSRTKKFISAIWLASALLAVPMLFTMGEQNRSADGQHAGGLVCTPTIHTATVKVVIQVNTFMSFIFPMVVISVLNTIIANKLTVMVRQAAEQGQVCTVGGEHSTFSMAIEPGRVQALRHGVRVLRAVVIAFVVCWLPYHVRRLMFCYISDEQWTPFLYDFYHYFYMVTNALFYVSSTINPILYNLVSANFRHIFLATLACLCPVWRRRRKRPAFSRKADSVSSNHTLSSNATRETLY
MgcRacGAP inhibition – MgcRacGAP GTPase-activating activity inhibitors, confirmation, biochemical, ADP Hunter fluorescence; MgcRacGAP-stimulated Rac1 GTP hydrolysis, ADP Hunter fluorescence; higher % means a stronger effect; GST-tagged Rac1 F28L mutant substrate; actives 0.6% (n = 340,000); AID 624330; inhibition, % at 30 µM; hits with a dose series show IC50 in µM;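 active = first-screen hits whose inhibition reached a set limit at any dose in the follow-up dose series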;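 note: fluorescence reports GDP produced by GAP-driven GTP hydrolysis; strong numbers were not always called active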
K1F lysis inhibition – inhibition of K1F phage lysis, E. coli UTI89, bacterial capsule biogenesis inhibitors, alamar blue (AID 488966). actives 0.02% (n = 340,000). E. coli UTI89 K1F phage lysis, alamar blue, 2 h; higher % means a stronger effect. inhibition, % at 100 µM, or IC50 in µM where a hit was titrated;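 active = phage lysis inhibition, versus mean bacterial control, above a set limit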;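 note: capsule biogenesis inhibitors block K1F phage lysis so surviving cells raise fluorescence; higher fluorescence means more inhibition of phage lysis; actives were called in the ten point dose series up to 300 µM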
Large T inhibition – SV40 large T antigen inhibitors, biochemical (AID 1903). SV40 large T antigen ATPase/helicase inhibition assay; higher % means a stronger effect. inhibition, % at 20 µM, or IC50 in µM where a hit was titrated. actives 0.39% (n = 310,000); in the data active = a potency from the dose series; note: strong numbers were not always called active
T cell modulator vesicle-bound % – recorded beside T cell modulator, whose call it bears; double positive events, %; measured here: CD8+ vesicle-bound cell fraction;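 binding gate set so that unloaded-vesicle control wells show 10% double positive cells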
NTR1 agonist cell count 20 µM – further read-out of NTR1 agonist, marked with its call; cell count; measured here: cell count, cytotoxicity flag
Dengue-2 NS5 capping pilot replicate – second read-out of Dengue-2 NS5 capping, no call of its own (marks repeat the call); inhibition, %; measured here: pilot screen replicate inhibition
The depositor's hits bear a star; [ ] = another dose, or the depositor's remark.

How did Fc1cccc(CCN2CCNC[C@@H]2CC2CCCCC2)c1 do in these assays?
RSV antiviral HEp-2: -0.2%; Dengue-2 NS5 capping: -4%; T cell modulator: inactive; NTR1 agonist: 1.5; MgcRacGAP inhibition: 5%; K1F lysis inhibition: 13%; T cell modulator vesicle-bound %: 37; NTR1 agonist cell count 20 µM: 59

Results for O=S(=O)(NCC(c1cccnc1)N1CCN(Cc2ccccc2)CC1)c1ccc(Cl)cc1 (centres undefined) ?
RSV antiviral HEp-2: 1.1%; West Nile antiviral: -0.9%; Dengue-2 NS5 capping: -3%; T cell modulator: inactive; PhoP inhibition: -2%; NTR1 agonist: 0.6; MgcRacGAP inhibition: 6%; K1F lysis inhibition: 0.1%; Large T inhibition: 13%; T cell modulator vesicle-bound %: 10; NTR1 agonist cell count 20 µM: 66

What do the screens show for `COc1ccc(NC(=O)C(C)N(c2ccc(C)cc2)S(C)(=O)=O)c(OC)c1` (centres undefined)?
RSV antiviral HEp-2: 1.7%; West Nile antiviral: -0.2%; Dengue-2 NS5 capping: -2%; T cell modulator: inactive; PhoP inhibition: -7%; NTR1 agonist: -0.9; MgcRacGAP inhibition: 3%; K1F lysis inhibition: 2.2%[50 µM]; Large T inhibition: 4%; T cell modulator vesicle-bound %: 43; NTR1 agonist cell count 20 µM: 64

Results for CCOc1ccccc1CNC(=O)c1cc2occc2n1C ?
RSV antiviral HEp-2: 2.6%; West Nile antiviral: 0.0%; Dengue-2 NS5 capping: -4%; T cell modulator: inactive; PhoP inhibition: 2%; NTR1 agonist: -3.3; MgcRacGAP inhibition: 0%; K1F lysis inhibition: -0.9%; Large T inhibition: 27%; T cell modulator vesicle-bound %: 35; NTR1 agonist cell count 20 µM: 55

Results for O=C(CC1CCCCC1)NCc1ccccc1Cl ?
RSV antiviral HEp-2: 2.2%; West Nile antiviral: -1.1%; Dengue-2 NS5 capping: 0%; T cell modulator: inactive; PhoP inhibition: 5%; NTR1 agonist: 0.4; MgcRacGAP inhibition: 13%; K1F lysis inhibition: -0.2%; Large T inhibition: 21%; T cell modulator vesicle-bound %: 46; NTR1 agonist cell count 20 µM: 72

Results for CC1CCC(NC(=O)Nc2cccs2)CC1 (centres undefined) ?
RSV antiviral HEp-2: 3.2%; West Nile antiviral: -0.4%; Dengue-2 NS5 capping: -10%; T cell modulator: inactive; PhoP inhibition: 5%; NTR1 agonist: -3.6; MgcRacGAP inhibition: 3%; K1F lysis inhibition: -0.8%; Large T inhibition: 19%; T cell modulator vesicle-bound %: 34; NTR1 agonist cell count 20 µM: 22

Results for CN(Cc1nc2c(s1)CCCC2)C(=O)CCc1nnc(-c2ccc3c(c2)OCO3)o1 ?
RSV antiviral HEp-2: 1.8%; West Nile antiviral: -0.8%; Dengue-2 NS5 capping: 5%; T cell modulator: inactive; PhoP inhibition: -15%; NTR1 agonist: -0.3; MgcRacGAP inhibition: 2%; K1F lysis inhibition: 0.0%; Large T inhibition: 9%; T cell modulator vesicle-bound %: 29; NTR1 agonist cell count 20 µM: 50

Results for Cc1cc(NC(=O)COc2ccccc2)n(-c2ccccc2)n1 ?
RSV antiviral HEp-2: -0.3%; West Nile antiviral: -0.6%; Dengue-2 NS5 capping: -1%; T cell modulator: inactive; PhoP inhibition: -5%; NTR1 agonist: 0.4; MgcRacGAP inhibition: 12%; K1F lysis inhibition: 0.3%; Large T inhibition: 1%; T cell modulator vesicle-bound %: 18; NTR1 agonist cell count 20 µM: 47

Results for CC(C)CCOc1ccc(/C=C2\CCn3c2nc2cc(C(=O)O)ccc2c3=O)cc1 ?
West Nile antiviral: -0.5%; PhoP inhibition: -7%; MgcRacGAP inhibition: -3%; K1F lysis inhibition: -0.3%; Large T inhibition: -1%

Results for O=C(CCS(=O)(=O)c1ccccc1)N1CCOCC1 ?
RSV antiviral HEp-2: 1.5%; West Nile antiviral: -0.2%; Dengue-2 NS5 capping: -1%; T cell modulator: inactive; PhoP inhibition: 8%; NTR1 agonist: -0.6; MgcRacGAP inhibition: 7%; K1F lysis inhibition: 0.3%; Large T inhibition: 13%; T cell modulator vesicle-bound %: 51; NTR1 agonist cell count 20 µM: 60

Molecules listed so far that contain four or more nitrogen atoms (two):
Results for O=S(=O)(NCC(c1cccnc1)N1CCN(Cc2ccccc2)CC1)c1ccc(Cl)cc1 (centres undefined) ?
RSV antiviral HEp-2: 1.1%; West Nile antiviral: -0.9%; Dengue-2 NS5 capping: -3%; T cell modulator: inactive; PhoP inhibition: -2%; NTR1 agonist: 0.6; MgcRacGAP inhibition: 6%; K1F lysis inhibition: 0.1%; Large T inhibition: 13%; T cell modulator vesicle-bound %: 10; NTR1 agonist cell count 20 µM: 66

Results for CN(Cc1nc2c(s1)CCCC2)C(=O)CCc1nnc(-c2ccc3c(c2)OCO3)o1 ?
RSV antiviral HEp-2: 1.8%; West Nile antiviral: -0.8%; Dengue-2 NS5 capping: 5%; T cell modulator: inactive; PhoP inhibition: -15%; NTR1 agonist: -0.3; MgcRacGAP inhibition: 2%; K1F lysis inhibition: 0.0%; Large T inhibition: 9%; T cell modulator vesicle-bound %: 29; NTR1 agonist cell count 20 µM: 50

(cont.)
How did CN1C(=O)CC(C(=O)Nc2ccccc2F)SC1=Nc1ccc2c(c1)OCO2 (centres undefined) do in these assays?
RSV antiviral HEp-2: -1.6%; West Nile antiviral: 1.1%; Dengue-2 NS5 capping: -3%; T cell modulator: inactive; PhoP inhibition: -5%; NTR1 agonist: -0.4; MgcRacGAP inhibition: 8%; K1F lysis inhibition: 0.1%; Large T inhibition: 6%; T cell modulator vesicle-bound %: 47; NTR1 agonist cell count 20 µM: 77

What do the screens show for `CCN1C(=O)C(CC(=O)Nc2ccc(OC)cc2)N(Cc2cccs2)C1=S` (centres undefined)?
RSV antiviral HEp-2: 3.5%; West Nile antiviral: 0.1%; Dengue-2 NS5 capping: -7%; T cell modulator: inactive; PhoP inhibition: -2%; NTR1 agonist: 2.2; MgcRacGAP inhibition: 0%; K1F lysis inhibition: 4.7%; Large T inhibition: 4%; T cell modulator vesicle-bound %: 54; NTR1 agonist cell count 20 µM: 67

What do the screens show for `COC(=O)[C@]1(Cc2ccccc2)N[C@H](CN(C)C(=O)c2ccc(F)cc2)[C@@H]2C(=O)N(Cc3ccccc3)C(=O)[C@@H]21`?
Dengue-2 NS5 capping: -4%; T cell modulator: inactive; NTR1 agonist: 1.1; MgcRacGAP inhibition: 0%; K1F lysis inhibition: 0.0%; T cell modulator vesicle-bound %: 2; NTR1 agonist cell count 20 µM: 58; Dengue-2 NS5 capping pilot replicate: 1.8

How did CCOC(=O)C1C2C=CC3(CN(Cc4ccccc4)C(=O)C13)O2 (centres undefined) do in these assays?
RSV antiviral HEp-2: -0.6%; West Nile antiviral: -0.1%; Dengue-2 NS5 capping: 4%; T cell modulator: inactive; PhoP inhibition: -1%; NTR1 agonist: -0.4; MgcRacGAP inhibition: 8%; K1F lysis inhibition: 0.3%; Large T inhibition: 19%; T cell modulator vesicle-bound %: 46; NTR1 agonist cell count 20 µM: 52

Results for COc1cc(-c2nc(-c3ccncc3)no2)cc(OC)c1OC ?
RSV antiviral HEp-2: 2.2%; West Nile antiviral: 0.1%; Dengue-2 NS5 capping: -4%; T cell modulator: inactive; PhoP inhibition: 18%; NTR1 agonist: -0.3; MgcRacGAP inhibition: -1%; K1F lysis inhibition: -0.1%; Large T inhibition: 10%; T cell modulator vesicle-bound %: 29; NTR1 agonist cell count 20 µM: 44

How did Cc1cc(C)c(OCC(=O)OC(C)C(=O)NC2CC2)c(C)c1 (centres undefined) do in these assays?
RSV antiviral HEp-2: -0.7%; West Nile antiviral: -0.3%; Dengue-2 NS5 capping: -3%; T cell modulator: inactive; PhoP inhibition: 1%; NTR1 agonist: -0.4; MgcRacGAP inhibition: 10%; K1F lysis inhibition: 0.6%[50 µM]; Large T inhibition: -4%; T cell modulator vesicle-bound %: 15; NTR1 agonist cell count 20 µM: 57

Results for CCc1nn(CC(=O)NCCCN2CCN(C)CC2)c(=O)c2cc3sc(C)cc3n12 ?
RSV antiviral HEp-2: -0.5%; West Nile antiviral: 0.3%; Dengue-2 NS5 capping: -1%; T cell modulator: inactive; PhoP inhibition: -7%; NTR1 agonist: -1.3; MgcRacGAP inhibition: 19%; K1F lysis inhibition: -0.3%; Large T inhibition: 10%; T cell modulator vesicle-bound %: 47; NTR1 agonist cell count 20 µM: 43

Results for N#Cc1cccc(NC(=O)COC(=O)c2ccccc2Sc2ccccc2C#N)c1 ?
RSV antiviral HEp-2: 2.8%; West Nile antiviral: -0.6%; Dengue-2 NS5 capping: -16%; T cell modulator: inactive; PhoP inhibition: -14%; NTR1 agonist: -0.9; MgcRacGAP inhibition: 5%; K1F lysis inhibition: 1.6%; Large T inhibition: 4%; T cell modulator vesicle-bound %: 38; NTR1 agonist cell count 20 µM: 61

Results for N#Cc1ccc(Cl)cc1NC(=O)COC(=O)c1ccc2c(c1)OCCO2 ?
RSV antiviral HEp-2: 6.1%; West Nile antiviral: 0.2%; Dengue-2 NS5 capping: 7%; T cell modulator: inactive; PhoP inhibition: -9%; NTR1 agonist: -0.5; MgcRacGAP inhibition: 4%; K1F lysis inhibition: 4.4%; Large T inhibition: 28%; T cell modulator vesicle-bound %: 24; NTR1 agonist cell count 20 µM: 66

What do the screens show for `CC1(C)CC(=O)C(C(=S)Nc2ccc(F)cc2)=C(NCCN2CCOCC2)C1`?
RSV antiviral HEp-2: 3.2%; West Nile antiviral: -0.6%; Dengue-2 NS5 capping: 3%; T cell modulator: inactive; PhoP inhibition: 2%; NTR1 agonist: 2.3; MgcRacGAP inhibition: 6%; K1F lysis inhibition: 1.2%; Large T inhibition: 9%; T cell modulator vesicle-bound %: 13; NTR1 agonist cell count 20 µM: 57

Results for Cc1ccc(/C=C/C(=O)Nc2nnc(SCc3ccc(C#N)cc3)s2)o1 ?
RSV antiviral HEp-2: 1.1%; West Nile antiviral: -0.4%; Dengue-2 NS5 capping: 4%; T cell modulator: inactive; PhoP inhibition: -13%; NTR1 agonist: 2.1; MgcRacGAP inhibition: 8%; K1F lysis inhibition: 1.9%; Large T inhibition: 22%; T cell modulator vesicle-bound %: 39; NTR1 agonist cell count 20 µM: 47

Results for COCCOc1cc(N(CC(=O)N(C)C)S(=O)(=O)c2ccccc2)c(Cl)cc1Cl ?
RSV antiviral HEp-2: -1.4%; West Nile antiviral: -0.9%; Dengue-2 NS5 capping: -4%; T cell modulator: inactive; PhoP inhibition: 10%; NTR1 agonist: -1.3; MgcRacGAP inhibition: 5%; K1F lysis inhibition: 0.5%; Large T inhibition: -5%; T cell modulator vesicle-bound %: 46; NTR1 agonist cell count 20 µM: 101

Screens (PubChem BioAssay)
